mIAP act: mouse IAP activation; muIAP, CDP-Star luminescence, 30 min; hits give high values; 1 = vehicle-only enzyme signal, 0 = enzyme-free wells; activation factor at 10 µM; 330,000 compounds, 0.24% hits; AID 2805;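 active = activation factor of at least 2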; note: the source names both 10 and 20 µM as test concentration; values of inactives mirror those of a sister screen read the other way
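Assay system: mouse IAP enzyme; Reagent: CDP-Star chemiluminescent phosphatase substrate; Compound: DMSO-dissolved test compounds; Incubation: 30 min, room temperature; Technique: luminescence from enzymatic CDP-Star hydrolysis; Controls: DMSO-only wells and no-enzyme negative control.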
A3A deaminase: human APOBEC3A DNA deaminase inhibition; P31941; recombinant A3A, FAM/TAMRA ssDNA deamination fluorescence; inhibition, % at 20 µM; 330,000 compounds, 0.41% hits;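 active = at least 40% inhibition at 20 µM here, with at most 30% in a related deaminase screen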;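 note: plate controls were A3A with DMSO for no effect and wells lacking A3A enzyme for full effect; some results filed as inactive read as strong as hits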
Target sequence (P31941 whole entry, looked up): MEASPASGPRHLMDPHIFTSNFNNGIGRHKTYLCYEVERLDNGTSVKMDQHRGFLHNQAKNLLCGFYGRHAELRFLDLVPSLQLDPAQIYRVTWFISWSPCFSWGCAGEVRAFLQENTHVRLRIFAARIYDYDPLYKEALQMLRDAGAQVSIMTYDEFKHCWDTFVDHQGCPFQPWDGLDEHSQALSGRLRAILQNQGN
mIAP block: blocks mouse intestinal alkaline phosphatase. purified mouse IAP, CDP-Star luminescence, 30 min. inhibition, % at 10 µM. 330,000 compounds, 0.2% hits;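 active = inhibition of at least 40% at 10 µM in the primary screen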;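 note: plate controls were DMSO with enzyme for no effect and no enzyme wells for full effect; values of inactives mirror those of a sister screen read the other way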
hIAP block: human IAP inhibition; P09923; purified IAP, CDP-Star luminescence, 30 min; inhibition, % at 10 µM; 330,000 compounds, 0.12% hits; AID 2544;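 active = inhibition reaching a set limit with compound at 10 µM in the primary screen, cut at about 35% in these data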;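 note: plate controls were DMSO wells with enzyme for no effect and no-enzyme buffer wells for full effect; values of inactives mirror those of a sister screen read the other way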
SENP1 inh: inhibitors of human SENP1 SUMO protease catalytic domain; inhibition, % at 10 µM; Q9P0U3; recombinant SENP1 catalytic domain, CyPet-SUMO1-YPet FRET cleavage; 360,000 compounds, 0.21% hits;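 active = inhibition at least 30% at 10 µM, raw YFP signal under a set limit, fluorescence ratio 0.5 to 1.5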;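 note: 0% = enzyme with DMSO and 100% = no enzyme wells; some results filed as inactive read as strong as hits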
Target sequence (Q9P0U3 419-644 limits assumed): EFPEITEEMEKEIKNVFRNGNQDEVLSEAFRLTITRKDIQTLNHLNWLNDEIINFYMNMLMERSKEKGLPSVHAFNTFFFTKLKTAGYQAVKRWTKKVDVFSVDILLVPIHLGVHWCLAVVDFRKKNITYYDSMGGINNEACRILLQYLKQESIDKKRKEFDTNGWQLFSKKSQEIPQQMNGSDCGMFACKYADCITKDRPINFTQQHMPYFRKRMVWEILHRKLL
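Assay system – human recombinant His6-tagged SENP1 catalytic domain enzyme · Input – SENP1 enzyme, 20 pM final · Buffer or medium – Tris pH 8 buffer plus EDTA, NaCl, BME, BSA, NP40, catalase · Schedule – 50 min reaction at room temperature · Technique – FRET read of cyan and yellow fluorescence · Control set – no-enzyme wells low, DMSO-plus-enzyme wells high control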
beta cell repl: induces beta-cell replication in MIN6 cells. MIN6 cells proliferation, ATPlite luminescence, 48 h; cells starved in 0.2% serum; 100% = growth in 10% serum. proliferation, % at 10 µM. 330,000 compounds, 0.29% hits. AID 2380;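 active = compounds whose signal lies at least 3.5 SD above the mean of all wells on their plate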;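 note: 0% = DMSO-treated cells in low-serum medium and 100% = 10% serum control; some compounds called inactive have numbers as strong as hits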
NLRP3 yeast inh: inhibitors of NALP3 inflammasome in yeast; Yeast reconstituted NLRP3/ASC/caspase-1, beta-gal luminescence, 24 h; inhibition, % at 10 µM; 330,000 compounds, 0.39% hits;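 active = inhibition of 50% or more; inactive = inhibition below 50%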;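 note: plate controls were induced DMSO wells for no effect and uninduced yeast grown without galactose for full effect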
A3G deaminase: blocks human APOBEC3G single-stranded DNA deamination. Q9HC16. recombinant A3G, ssDNA deamination FAM/TAMRA fluorescence. inhibition, % at 20 µM. 330,000 compounds, 0.28% hits. AID 493012;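 active = inhibition of at least 40% at 20 µM, with no more than 30% in the related APOBEC3A deaminase screen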;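 note: plate controls were DMSO wells with A3G for no effect and wells lacking A3G enzyme for full effect; some compounds called inactive have numbers as strong as hits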
Target sequence (Q9HC16 whole entry, looked up): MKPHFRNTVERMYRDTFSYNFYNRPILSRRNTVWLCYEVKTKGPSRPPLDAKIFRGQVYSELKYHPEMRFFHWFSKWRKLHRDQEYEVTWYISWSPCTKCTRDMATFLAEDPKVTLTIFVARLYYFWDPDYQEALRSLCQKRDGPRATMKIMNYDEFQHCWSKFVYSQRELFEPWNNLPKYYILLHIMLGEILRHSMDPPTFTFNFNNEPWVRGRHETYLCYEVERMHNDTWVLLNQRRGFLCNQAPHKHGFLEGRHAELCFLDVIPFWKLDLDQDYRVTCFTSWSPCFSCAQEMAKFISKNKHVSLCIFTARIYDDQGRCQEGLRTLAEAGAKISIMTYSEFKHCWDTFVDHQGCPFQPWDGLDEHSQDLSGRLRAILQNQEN
hIAP activ: human IAP activation; 330,000 compounds, 0.16% hits; activation factor at 10 µM; purified human IAP, CDP-Star luminescence, 30 min; hits give high values; 1 = vehicle-only enzyme, 0 = enzyme-free background; P09923;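 active = activation factor of the enzyme at least 2-fold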; note: the source names both 10 and 20 µM as test concentration; values of inactives mirror those of a sister screen read the other way
Active calls of the source: *. Only part of the results is shown (hit frequency here may not be typical).

SMILES | mIAP act | A3A deaminase | mIAP block | hIAP block | SENP1 inh | beta cell repl | NLRP3 yeast inh | A3G deaminase | hIAP activ
O=C(NC1CCN(Cc2ccc(Cl)cc2Cl)CC1)c1ccccc1 | 0.92 | -2 | 8 | 27 | 2 | -3 | 26 | -6 | 0.73
Cc1cn([C@@H](CCCCN)C(=O)NCCCCCCCCCCC(=O)N2CCNCC2)nn1 | 1.1 | -1 | -5 | 3 | 1 | -2 | 18 | -6 | 0.97
Cc1nc2ccccc2cc1C(=O)NCc1ccc(F)cc1 | 0.98 | 0 | 2 | 8 | -2 | -2 | 16 | 0 | 0.92
Cc1cccc(C)c1OCC(=O)NNC(=O)CCCn1c(=O)oc2ccccc21 | 0.9 | -3 | 10 | -48 | 1 | -2 | -4 | -6 | 1.5
Cc1ccc(CNC(=O)Cn2nnc(C(=O)Nc3ccc(Br)cc3)c2N)cc1 | 0.93 | -4 | 8 | 12 | 2 | -1 | -2 | -7 | 0.88
CCOC(=O)N1CCN(C(=O)c2ccc(CSc3ccc(Cl)cc3)cc2)CC1 | 0.99 | -2 | 1 | 1 | 1 | 0 | 31 | -8 | 0.99
Cn1c(=O)[nH]c2cc3ccccc3cc21 | 1.1 | 0 | -8 | 0 | -1 | -1 | 8 | -2 | 1
O=C1N(C2CCCC2)C[C@@H]2C[C@@H](c3cccn3-c3ccccn3)N3CCC[C@@]123 | 0.93 | -3 | 7 | 10 | -6 | 4 | -3 | -4 | 0.9
CN(C)CCOCCSc1ccc(Cl)cc1 | 0.96 | 0 | 4 | 5 | 1 | 3 | 8 | -6 | 0.95
CCN(CC)C(=O)C1(P(=O)(c2ccccc2)c2ccccc2)CCC1 | 1.1 | -4 | -6 | -10 | 1 | -1 | 14 | -8 | 1.1
Cc1ccc(-n2c(Cn3ncc4ccccc4c3=O)n[nH]c2=S)cc1 | 1 | -4 | 0 | 9 | -1 | 0 | 20 | 30 | 0.91
O=C(NC(=S)NC(=O)c1ccccc1F)c1ccccc1F | 0.84 | -1 | 16 | 12 | 1 | -1 | 11 | -5 | 0.88
CC1(C)NC(=O)N(CC(O)CN2C(=O)CCC2=O)C1=O (configuration not stated) | 1 | -1 | -4 | -15 | 1 | -4 | -2 | -1 | 1.2
COc1ccc(C)cc1S(=O)(=O)NCc1cccs1 | 0.97 | -1 | 3 | 18 | 3 | -5 | 17 | -5 | 0.82
Cc1ccc2c(c1)C1CN(C)CCC1N2S(=O)(=O)c1ccccc1F (configuration not stated) | 0.91 | -2 | 9 | 4 | 0 | -2 | 8 | -4 | 0.96
CCN(CC)S(=O)(=O)c1ccc(N2CCN(S(=O)(=O)c3ccccc3C#N)CC2)nc1 | 0.97 | -6 | 3 | 10 | 0 | 0 | 14 | -8 | 0.9
CCC(=O)N1CCc2cc(S(=O)(=O)NC(Cc3ccccc3)C(=O)NC3CCCCC3C)ccc21 (configuration not stated) | 1.1 | 1 | -8 | 11 | 1 | 0 | 13 | -4 | 0.89
CCOC(=O)C1(C)NC(c2ccco2)C2C(=O)N(C)C(=O)C21 (configuration not stated) | 1 | 1 | -4 | -8 | 2 | -2 | -12 | -5 | 1.1
COCCCNC(=O)c1ccc(CSCc2ccc(C)cc2)o1 | 0.91 | 0 | 9 | 8 | 0 | 0 | 9 | -4 | 0.93
O=C(Cn1c(=O)n(-c2ccc(F)cc2)c(=O)c2sccc21)c1ccccc1 | 0.99 | -3 | 1 | -4 | -1 | 0 | -2 | -8 | 1
Cc1ccc(NC(=O)OCCNC(=O)c2ccncc2)cc1 | 1.1 | -5 | -13 | -17 | -1 | 0 | -6 | -4 | 1.2
Cc1c(CN2CCC(C(=O)Nc3ccc(Oc4ccccc4)nc3)CC2)cnn1C | 1.1 | -6 | -6 | -18 | -2 | 3 | 2 | -10 | 1.2
CCOc1ccc(N/C=C/C(=O)c2ccc(OC)cc2)cc1 | 0.94 | 20 | 6 | -11 | -47 | -1 | 12 | 1 | 1.1
Cc1ccc2[nH]c3ccccc3c(=O)c2c1 | 1.1 | -6 | -15 | 5 | -22 | -3 | 53* | -5 | 0.95
Cc1sc2ncn(CC(=O)N3CCCCC3)c(=O)c2c1S(=O)(=O)N1CCC(C)CC1 | 1 | -1 | -3 | 8 | 0 | 1 | 2 | -3 | 0.92
Next part:
SMILES | mIAP act | A3A deaminase | mIAP block | hIAP block | SENP1 inh | beta cell repl | NLRP3 yeast inh | A3G deaminase | hIAP activ
Cc1cc(C)n(S(=O)(=O)Cc2ccccc2)n1 | 1 | -1 | -2 | 4 | 0 | -1 | 12 | -3 | 0.96
Cc1cnc(C(=O)N2CCCC(C(=O)c3ccc(C(C)(C)C)cc3)C2)cn1 (configuration not stated) | 0.95 | 4 | 5 | 14 | -2 | -4 | 10 | 2 | 0.86
CCOC(=O)c1sc(=S)n(Cc2ccccc2)c1C | 0.92 | 3 | 8 | 4 | 1 | 1 | 44 | -3 | 0.96
CCOc1cc(C(=O)OCC(=O)Nc2ccc(Cl)cn2)ccc1OCC(=O)N1CCOCC1 | 0.99 | -2 | 1 | -12 | 2 | -1 | 3 | -5 | 1.1
Cc1c(C(=O)Nc2nccs2)oc2c(Cl)cccc12 | 0.98 | -1 | 2 | -13 | -1 | 3 | -17 | -5 | 1.1
COc1ccc(CCNC(=O)COc2ccc(S(=O)(=O)NC3CCCCC3)cc2Cl)cc1 | 0.97 | -3 | 3 | 7 | -1 | -2 | 23 | 0 | 0.93
Cn1c(C(=O)NCc2ccccc2)cc2oc3ccccc3c21 | 1.2 | 0 | -17 | 7 | 1 | -4 | 33 | 1 | 0.93
Cc1ccccc1-c1nc(CN2CCC(C(=O)NCCCN3CC(C)CC(C)C3)CC2)c(C)o1 (configuration not stated) | 1.2 | 1 | -16 | -3 | -2 | -6 | 8 | -3 | 1
CCOC1=CC(=O)N(Cc2ccccc2)C1 | 0.95 | -2 | 5 | 11 | -6 | -1 | -17 | -5 | 0.89
COC(=O)C1=C(C)N=C2SCCC(=O)N2C1c1cc(Br)ccc1OC (configuration not stated) | 0.89 | -4 | 12 | 10 | 3 | 2 | 10 | -7 | 0.9
O=C(COC(=O)c1cc[n+]([O-])cc1)Nc1ccc([N+](=O)[O-])cc1Cl | 1.1 | -1 | -10 | -12 | -1 | -2 | 18 | -1 | 1.1
COc1ccc([C@H]2CC(=O)C=C(c3ccc(OC)cc3OC)C2)cc1 | 0.92 | -2 | 8 | 11 | 2 | -6 | 26 | -7 | 0.89
O=C(CN1C(=O)NC(Cc2ccccc2)(Cc2ccccc2)C1=O)NCC1CCCCC1 | 1.1 | -4 | -9 | 24 | 0 | -3 | -1 | -6 | 0.76
COc1ccc(C2(CNC(=O)c3cc([N+](=O)[O-])cc([N+](=O)[O-])c3)CCCC2)cc1OC | 1 | -1 | -1 | -1 | 1 | 0 | 10 | -5 | 1
Cc1ccc(C(=O)CCC(=O)Nc2cccc(C)c2)cc1 | 0.99 | 2 | 1 | -6 | 3 | 2 | 34 | -7 | 1.1
CCN(CC(=O)NCc1ccc(Cl)cc1)C(=O)CCc1ccccc1O | 1.1 | 1 | -5 | 3 | 2 | 0 | -3 | 2 | 0.97
Cc1ccc(S(=O)(=O)CCC(=O)c2cccc([N+](=O)[O-])c2)cc1 | 1 | 1 | -4 | -1 | 1 | -7 | -4 | 38 | 1
COc1ccc(-c2c(C)nn3c(N)c(C#N)cnc23)cc1OC | 0.97 | 0 | 2 | -13 | -4 | 3 | 13 | -3 | 1.1
c1ccc(COc2ccccc2CNc2nn[nH]n2)cc1 | 1 | -2 | -2 | 8 | -1 | 2 | -5 | 1 | 0.92
Cc1ccc(-c2noc(CCC(=O)Nc3ccccc3C)n2)cc1 | 1.1 | 2 | -5 | -7 | 0 | -3 | 10 | 5 | 1.1
COc1cc([C@@H]2c3cc4c(cc3[C@@H](O[C@@H]3O[C@@H]5CO[C@@H](C)O[C@H]5[C@H](O)[C@H]3O)[C@H]3COC(=O)[C@H]23)OCO4)cc(OC)c1O | 1.1 | -3 | -5 | 15 | 1 | -8 | 7 | -9 | 0.85
CC(C)Oc1ccc(C(=O)NN2C(=O)NC3(CCCCC3)C2=O)cc1 | 0.98 | 0 | 2 | 5 | 4 | -3 | 10 | 0 | 0.95
CC1(C)CC(=O)C=C(Nc2ccc(OCC(F)(F)C(F)F)cc2)C1 | 1.1 | -6 | -9 | -11 | -7 | 0 | 3 | -5 | 1.1
CCC1CCCCN1C(=O)COC(=O)c1cc2ccccc2cc1O (configuration not stated) | 1 | 6 | 0 | 5 | 0 | 0 | 15 | 0 | 0.95
Cn1ncc([N+](=O)[O-])c1C(=O)Nc1nc2ccccc2n1CCN1CCCCC1 | 0.82 | -4 | 18 | -7 | -4 | 0 | 8 | -5 | 1.1
Other entries:
SMILES | mIAP act | A3A deaminase | mIAP block | hIAP block | SENP1 inh | beta cell repl | NLRP3 yeast inh | A3G deaminase | hIAP activ
COc1ccccc1C(=O)C1CCCN(C(=O)C2=CC(=O)CC(C)(C)O2)C1 (configuration not stated) | 0.96 | -4 | 4 | 11 | 1 | 0 | 11 | -2 | 0.89
CC(C)Cn1c(C(C)NC(=O)Cc2ccccc2)nc2ccccc21 (configuration not stated) | 0.97 | 3 | 3 | 2 | 1 | 7 | 12 | 4 | 0.98
NC1=NS(=O)(=O)NC1c1ccc(Cl)cc1 (configuration not stated) | 1.1 | -5 | -8 | -11 | 1 | -1 | 0 | -7 | 1.1
Cc1ccc(-n2nc(C)cc2NC(=O)c2ccc(C)s2)cc1 | 0.96 | -2 | 4 | -15 | 0 | -2 | 6 | -4 | 1.2
C=CCn1c(SCc2c(Cl)cccc2Cl)nnc1-c1cccnc1 | 0.98 | 0 | 2 | 0 | 3 | 6 | -2 | -9 | 1
Oc1cccc2ccc(/C=C/c3ccccc3Cl)nc12 | 0.96 | -1 | 4 | 0 | 2 | -5 | 40 | -4 | 1
COc1ccc(S(=O)(=O)N2CCCC2CNC(=O)C(=O)NCc2cccs2)cc1 (configuration not stated) | 0.96 | -2 | 4 | 8 | -1 | -4 | 10 | -9 | 0.92
Cc1ccc(C)c(N2N=C(C(=O)O)CCC2=O)c1 | 0.92 | 2 | 8 | 0 | 1 | -1 | 4 | -2 | 1
Cc1cnc(C(=O)OCC(=O)c2c[nH]c3ccccc23)cn1 | 0.95 | 0 | 5 | -7 | 1 | -2 | 12 | -8 | 1.1
CCOc1cc2[nH]c(=S)n(CCN3CCCCC3C)c(=O)c2cc1OCC (configuration not stated) | 1 | 0 | 0 | 5 | 0 | 0 | 7 | -4 | 0.95

Complete entries, looked up by structure:
Cc1ccccc1-c1nc(CN2CCC(C(=O)NCCCN3CC(C)CC(C)C3)CC2)c(C)o1 (configuration not stated) across the screens: mIAP act = 1.2; A3A deaminase = 1; mIAP block = -16; hIAP block = -3; SENP1 inh = -2; beta cell repl = -6; NLRP3 yeast inh = 8; A3G deaminase = -3; hIAP activ = 1
Cc1ccc(-n2nc(C)cc2NC(=O)c2ccc(C)s2)cc1 across the screens: mIAP act = 0.96; A3A deaminase = -2; mIAP block = 4; hIAP block = -15; SENP1 inh = 0; beta cell repl = -2; NLRP3 yeast inh = 6; A3G deaminase = -4; hIAP activ = 1.2

High-throughput results from PubChem BioAssay.
